TNF necrop inh – blocks TNF-alpha induced death of Jurkat FADD-/- cells; Jurkat FADD-/- TNF necroptosis rescue, ATP luminescence, 24 h; 0 = TNF only, 100 = no-TNF cells; activation (protection from cell death), % at 10 µM; actives 0.068% (n = 220,000);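 active means activation, meaning protection from cell death, of at least 50% relative to plate controls; inactive means activation below 50%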;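 further: necroptosis triggered by 40 ng/mL TNF-alpha added together with compound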
TbHK1 inh – blocks Trypanosoma brucei hexokinase 1 activity. inhibition, % at 10 µM. AID 1430. actives 0.11% (n = 220,000). recombinant TbHK1, G6PDH-coupled NADH A340;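 active means inhibition of 50% or more in the single-dose primary screen; inactive means inhibition below 50%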
Wee1 degr inh – human Wee1 degradation inhibition, primary screen; P30291; HeLa Luc-Wee1K328M stability, luciferase luminescence; 100% = proteasome inhibitor MG132 effect; reporter increase, % at 5 µM; actives 1.2% (n = 220,000); AID 1321;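 active means activation above the mean of all tested compounds plus 3 SD, set per screening run, cut at about 8.8% in these data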;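 further: cells exposed to compound for 20 h before luminescence read; 0% = DMSO alone and 100% = MG132 at 30 µM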
zVAD death inh – L929 zVAD cell death inhibition | L929 zVAD necroptosis rescue, ATP luminescence, 24 h; with zVAD 60 µM | viability rescue, % at 10 µM | actives 0.38% (n = 220,000) | AID 1377;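 active means activation, scaled between plate controls, above about 75%, limit read from the data; inactive means activation under that limit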;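 further: 0% = zVAD with DMSO and 100% = DMSO alone without zVAD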
PGE2 EP2 inh – inhibitors of human EP2 prostaglandin E2 receptor. P43116. actives 0.52% (n = 260,000). inhibition, % at 25 µM. C6 glioma cells expressing human EP2, cAMP TR-FRET; cells stimulated with saturating PGE2;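 active means percent inhibition above 40 after rounding to a whole number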;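 further: rat C6 glioma host cells with rolipram phosphodiesterase inhibitor present; the protocol text gives 20 µM as final concentration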
Target sequence (P43116 whole entry, looked up): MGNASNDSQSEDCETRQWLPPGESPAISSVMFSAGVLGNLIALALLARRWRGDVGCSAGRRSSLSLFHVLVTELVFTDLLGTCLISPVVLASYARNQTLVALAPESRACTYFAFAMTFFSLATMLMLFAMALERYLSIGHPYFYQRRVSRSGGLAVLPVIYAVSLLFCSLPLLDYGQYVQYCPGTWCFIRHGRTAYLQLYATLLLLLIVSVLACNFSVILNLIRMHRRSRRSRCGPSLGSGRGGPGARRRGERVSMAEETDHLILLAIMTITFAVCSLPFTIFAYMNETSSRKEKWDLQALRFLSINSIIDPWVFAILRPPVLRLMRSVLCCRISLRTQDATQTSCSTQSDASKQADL
CHOP inhibitor – inhibitors of CHOP induction in ER stress response; actives 3.8% (n = 220,000); inhibition, % at 10 µM; CHO-K1 CHOP-promoter luciferase, tunicamycin-induced, 15-18 h; AID 2732;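 active means compounds that reduced the stress-induced luciferase reporter signal by more than about 70% of percent inhibition, limit read from the data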;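 further: 0% = tunicamycin plus vehicle and 100% = wells without tunicamycin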
PPC-1+TRAIL kill – PPC-1 cancer cell killing with TRAIL present; PPC-1 cells + TRAIL, ATPLite viability luminescence; cell killing (% activity), % at 4 µM; actives 0.41% (n = 220,000); AID 1443;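 active means cell killing above 50% in the first pass at 4 µM, then a duplicate retest at 5 µM averaging 50% or more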;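 further: plate controls were cells with TRAIL plus DMSO for no effect and medium-only wells lacking cells for full effect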
FXIa inh – inhibitors of human coagulation factor XIa; purified FXIa, Boc-Glu-Ala-Arg-AMC fluorogenic substrate; inhibition, % at 5 µM; actives 0.14% (n = 220,000);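 active means inhibition of at least 40%; inactive means inhibition below 40%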;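 further: fluorescence of freed AMC excited at 355 nm; 0% = enzyme without compound and 100% = no enzyme blank; many of its hits are not listed in these tables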
FXIIa inh 1536 – blocks human coagulation factor XIIa protease activity. inhibition, % at 5 µM. actives 0.3% (n = 220,000). AID 800. purified FXIIa, Boc-QGR-AMC fluorogenic substrate, 2 h. P00748; in the data active means inhibition above about 40%;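 further: 0% = enzyme with no compound and 100% = blank without enzyme; many of its hits are not listed in these tables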
Target sequence (P00748 20-372 limits assumed): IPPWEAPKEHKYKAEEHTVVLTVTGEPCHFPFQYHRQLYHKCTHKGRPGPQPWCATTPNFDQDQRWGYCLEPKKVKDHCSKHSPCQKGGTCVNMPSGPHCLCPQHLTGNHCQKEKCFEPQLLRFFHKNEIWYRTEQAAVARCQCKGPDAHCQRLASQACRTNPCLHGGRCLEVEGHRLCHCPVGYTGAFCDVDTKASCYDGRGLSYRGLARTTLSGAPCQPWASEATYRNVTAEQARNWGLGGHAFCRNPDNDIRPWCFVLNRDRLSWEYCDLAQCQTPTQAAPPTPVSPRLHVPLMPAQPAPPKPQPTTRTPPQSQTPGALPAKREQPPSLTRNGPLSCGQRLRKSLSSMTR
Target sequence (P00748 373-615 limits assumed): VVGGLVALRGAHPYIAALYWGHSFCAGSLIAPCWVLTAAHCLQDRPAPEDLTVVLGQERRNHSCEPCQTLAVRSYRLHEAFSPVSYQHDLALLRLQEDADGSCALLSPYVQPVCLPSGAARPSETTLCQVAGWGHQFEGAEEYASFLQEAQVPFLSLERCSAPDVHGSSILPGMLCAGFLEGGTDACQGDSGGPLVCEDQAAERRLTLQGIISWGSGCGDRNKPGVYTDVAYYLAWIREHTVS
Numbers without * were called inactive. An excerpt (hit frequency here may not be typical).

Screening CCOC(=O)c1c(C)[nH]c(C(=O)/C(C#N)=C/c2ccc(OCC)cc2)c1C returned TNF necrop inh 0.3, TbHK1 inh -2, Wee1 degr inh 6, zVAD death inh 1.6, PGE2 EP2 inh 3, CHOP inhibitor -4, PPC-1+TRAIL kill 8, FXIa inh 2 and FXIIa inh 1536 5.
`CCCCN1C(=O)CC(Sc2ccccc2C(=O)O)C1=O` (stereo not given) gave TNF necrop inh -0.1, TbHK1 inh -1, Wee1 degr inh -2, zVAD death inh -0.1, PGE2 EP2 inh 7, CHOP inhibitor -12, PPC-1+TRAIL kill -2, FXIa inh 12 and FXIIa inh 1536 19.
Screening CN(C)c1oc(-c2ccc(Cl)cc2)nc1S(=O)(=O)c1ccccc1 returned TNF necrop inh 3.1, TbHK1 inh -1, Wee1 degr inh 0, zVAD death inh 1.3, PGE2 EP2 inh 7, CHOP inhibitor 17, PPC-1+TRAIL kill 18, FXIa inh 6 and FXIIa inh 1536 6.
Nc1nc(Nc2ccccc2)n[nH]1 was read as TNF necrop inh 0.9, TbHK1 inh -6, Wee1 degr inh -3, zVAD death inh 0.6, PGE2 EP2 inh 14, CHOP inhibitor 13, PPC-1+TRAIL kill 4, FXIa inh 1 and FXIIa inh 1536 10.
Screening COC(=O)C1=C(N)Oc2cc(C)oc(=O)c2C1c1cccnc1 (stereo not given) returned TNF necrop inh -0.9, TbHK1 inh 5, Wee1 degr inh -1, zVAD death inh -0.3, PGE2 EP2 inh 7, CHOP inhibitor -11, PPC-1+TRAIL kill -11, FXIa inh -1 and FXIIa inh 1536 5.
`Cc1cc(Cl)ccc1NC(=S)NCCC(c1ccccc1)c1ccccc1` gave TNF necrop inh -15, TbHK1 inh 5, Wee1 degr inh 0, zVAD death inh 0.3, PGE2 EP2 inh 13, CHOP inhibitor 50, PPC-1+TRAIL kill 4, FXIa inh 6 and FXIIa inh 1536 5.
For Cc1ccc(-c2noc(CN(C(=O)C(c3ccccc3)c3ccccc3)C(C)C)n2)cc1 the results were TNF necrop inh 0.1, TbHK1 inh 8, Wee1 degr inh 2, zVAD death inh 0.4, PGE2 EP2 inh 11, CHOP inhibitor 22, PPC-1+TRAIL kill 3, FXIa inh 6 and FXIIa inh 1536 18.
`C=C(C)C1CC=C(C)/C(=N\NC(=O)CCc2ccccc2)C1` (stereo not given) gave TNF necrop inh 1.3, TbHK1 inh -27, Wee1 degr inh 2, zVAD death inh 0.8, PGE2 EP2 inh 6, CHOP inhibitor 65, PPC-1+TRAIL kill 8, FXIa inh 0 and FXIIa inh 1536 1.
For COc1ccc(OC)c(S(=O)(=O)Nc2cccc(C(C)=O)c2)c1 the results were TNF necrop inh -0.5, TbHK1 inh 4, Wee1 degr inh 0, zVAD death inh -0.1, PGE2 EP2 inh 11, CHOP inhibitor 27, PPC-1+TRAIL kill 12, FXIa inh -7 and FXIIa inh 1536 6.
`Cc1nn(-c2ccccc2)c2[nH]c(=O)c(CNc3ccc4c(c3)OCCO4)cc12` gave TNF necrop inh -0.9, TbHK1 inh 3, Wee1 degr inh 0, zVAD death inh 0.3, PGE2 EP2 inh 19, CHOP inhibitor 33, PPC-1+TRAIL kill 20, FXIa inh 9 and FXIIa inh 1536 23.
COc1cc2c(C(=O)N3CCCc4ccccc43)cn(C)c(=O)c2cc1OC was read as TNF necrop inh 2.3, TbHK1 inh -7, Wee1 degr inh -4, zVAD death inh 2.1, PGE2 EP2 inh 4, CHOP inhibitor -3, PPC-1+TRAIL kill 10, FXIa inh 14 and FXIIa inh 1536 24.
Cc1cccc2c1nc(-c1ccccc1)n1nnnc21 was read as TNF necrop inh -0.3, TbHK1 inh -4, Wee1 degr inh -2, zVAD death inh 1.2, PGE2 EP2 inh 7, CHOP inhibitor 36, PPC-1+TRAIL kill -16, FXIa inh -4 and FXIIa inh 1536 12.
O=C(CN(c1ccccc1F)S(=O)(=O)c1ccccc1)Nc1ccccc1C(=O)N1CCOCC1 was read as TNF necrop inh -1.0, TbHK1 inh 0, Wee1 degr inh 0, zVAD death inh 2.4, PGE2 EP2 inh 2, CHOP inhibitor 5, PPC-1+TRAIL kill 17, FXIa inh 1 and FXIIa inh 1536 12.
Cc1ccccc1OCCSc1nc2ncnc(N)c2[nH]1 was read as TNF necrop inh -0.5, TbHK1 inh 0, Wee1 degr inh 0, zVAD death inh 12, PGE2 EP2 inh 8, CHOP inhibitor 13, PPC-1+TRAIL kill 6, FXIa inh -6 and FXIIa inh 1536 -1.
Screening CC(=O)c1ncnn1CC(=O)c1ccc(Cl)cc1Cl returned TNF necrop inh -3.0, TbHK1 inh 4, Wee1 degr inh -1, zVAD death inh 0.0, PGE2 EP2 inh 4, CHOP inhibitor 22, PPC-1+TRAIL kill 14, FXIa inh 6 and FXIIa inh 1536 17.
For CC1CCN(C(=O)Cn2nc(C(F)(F)F)c3c2CCCC3)CC1 the results were TNF necrop inh 0.0, TbHK1 inh -2, Wee1 degr inh -4, zVAD death inh -0.2, PGE2 EP2 inh 6, CHOP inhibitor 29, PPC-1+TRAIL kill 6, FXIa inh -6 and FXIIa inh 1536 9.
Screening Cc1cc(NC(=O)COC(=O)[C@H](C)NC(=O)c2ccccc2)no1 returned TNF necrop inh -1.1, TbHK1 inh -6, Wee1 degr inh -3, zVAD death inh -0.1, PGE2 EP2 inh 13, CHOP inhibitor 2, PPC-1+TRAIL kill 4, FXIa inh 1 and FXIIa inh 1536 10.
For COc1ccc2c(c1)c(CC(=O)Nc1nnc(C3CC3)s1)c(C)n2C(=O)c1ccc(Cl)cc1 the results were TNF necrop inh -6.0, TbHK1 inh -14, Wee1 degr inh 6, zVAD death inh -0.7, PGE2 EP2 inh 5, CHOP inhibitor -8, PPC-1+TRAIL kill -3, FXIa inh 0 and FXIIa inh 1536 3.
For COc1ccc(C(CC(=O)O)NC(=O)COc2ccc(C)cc2)cc1OC (stereo not given) the results were TNF necrop inh 1.8, TbHK1 inh 7, Wee1 degr inh 4, PGE2 EP2 inh 2, CHOP inhibitor -38, PPC-1+TRAIL kill -4, FXIa inh 5 and FXIIa inh 1536 7.
For COc1cccc(C(=O)N[C@@H](CCSC)c2nc3ccccc3[nH]2)c1 the results were TNF necrop inh 1.9, TbHK1 inh 11, Wee1 degr inh -1, zVAD death inh 6.2, PGE2 EP2 inh 0, CHOP inhibitor 26, PPC-1+TRAIL kill 13, FXIa inh -4 and FXIIa inh 1536 8.
`Cc1nnc(N/N=C/c2cccc(OCc3ccc(Cl)c(Cl)c3)c2)n1N` gave TNF necrop inh -2.1, TbHK1 inh -9, Wee1 degr inh -2, zVAD death inh 1.2, PGE2 EP2 inh 9, CHOP inhibitor 5, PPC-1+TRAIL kill 9, FXIa inh 2 and FXIIa inh 1536 7.
`O=[N+]([O-])c1cc2c(cc1/C=N\NS(=O)(=O)c1ccccc1)OCO2` gave TNF necrop inh -8.2, TbHK1 inh -10, Wee1 degr inh 3, zVAD death inh 0.0, PGE2 EP2 inh 17, CHOP inhibitor 42, PPC-1+TRAIL kill 20, FXIa inh 4 and FXIIa inh 1536 12.
For O=[N+]([O-])c1cc(Cl)cc(C2=NCCN2)c1 the results were TNF necrop inh 2.1, TbHK1 inh 7, Wee1 degr inh 1, zVAD death inh 1.4, PGE2 EP2 inh 7, CHOP inhibitor -15, PPC-1+TRAIL kill 24, FXIa inh -12 and FXIIa inh 1536 10.
`O=C(NCCc1ccc(Cl)cc1)C1CCCN(S(=O)(=O)c2cnc[nH]2)C1` (stereo not given) gave TNF necrop inh 0.9, TbHK1 inh -2, Wee1 degr inh 1, zVAD death inh -0.8, PGE2 EP2 inh 21, CHOP inhibitor 6, PPC-1+TRAIL kill 9, FXIa inh -8 and FXIIa inh 1536 3.
For Cc1cccc(NC(=O)C(=O)N/N=C/c2ccncc2)c1 the results were TNF necrop inh -0.8, TbHK1 inh -5, Wee1 degr inh 1, zVAD death inh 1.7, PGE2 EP2 inh 9, CHOP inhibitor 4, PPC-1+TRAIL kill -6 and FXIa inh -1.
For CC(C)(C)C1CCc2c(sc3ncn(N)c(=N)c23)C1 (stereo not given) the results were TNF necrop inh -4.8, TbHK1 inh -4, Wee1 degr inh -1, zVAD death inh 0.5, PGE2 EP2 inh 13, CHOP inhibitor -17, PPC-1+TRAIL kill -20, FXIa inh -4 and FXIIa inh 1536 -1.
Screening CCOc1ccccc1NC(=O)COC(=O)C(CC)c1ccccc1 (stereo not given) returned TNF necrop inh 0.2, TbHK1 inh 3, Wee1 degr inh 0, zVAD death inh 3.6, PGE2 EP2 inh 10, CHOP inhibitor 26, PPC-1+TRAIL kill 19 and FXIa inh -3.
Screening O=C(NCCCn1ccnc1)Nc1ccc(Cl)c(Cl)c1 returned TNF necrop inh 2.9, TbHK1 inh 1, Wee1 degr inh -1, zVAD death inh 1.7, PGE2 EP2 inh 2, CHOP inhibitor 13, PPC-1+TRAIL kill -7, FXIa inh -7 and FXIIa inh 1536 5.
Screening Cc1ccc(/C=N/NC(=S)NC2CCS(=O)(=O)C2)cc1 (stereo not given) returned TNF necrop inh -2.2, TbHK1 inh -16, Wee1 degr inh 3, zVAD death inh -0.1, PGE2 EP2 inh -2, CHOP inhibitor -1, PPC-1+TRAIL kill 3, FXIa inh 1 and FXIIa inh 1536 9.
`Cn1c(CSCc2ccc(Cl)cc2)nnc1SCC(=O)Nc1nc2ccccc2s1` gave TNF necrop inh 8.6, TbHK1 inh -32, Wee1 degr inh 0, zVAD death inh -0.2, PGE2 EP2 inh 8, CHOP inhibitor 92*, PPC-1+TRAIL kill 4, FXIa inh -4 and FXIIa inh 1536 17.
For Cc1ccccc1-n1c(SCC(=O)N(C)C2CCS(=O)(=O)C2)nc2ccccc2c1=O (stereo not given) the results were TNF necrop inh -0.9, TbHK1 inh -3, Wee1 degr inh -2, zVAD death inh -0.4, PGE2 EP2 inh 6, CHOP inhibitor 3, PPC-1+TRAIL kill 6 and FXIa inh 1.
`O=C(/C=C/Nc1cccc(C(F)(F)F)c1)c1ccc(Oc2ncccn2)cc1` gave TNF necrop inh -3.1, TbHK1 inh -5, Wee1 degr inh 0, zVAD death inh 0.6, CHOP inhibitor 33, PPC-1+TRAIL kill 9, FXIa inh 5 and FXIIa inh 1536 18.
COc1ccccc1NC(=S)NC(=O)C(C)(C)C was read as TNF necrop inh -2.9, TbHK1 inh -3, Wee1 degr inh 1, zVAD death inh -0.2, PGE2 EP2 inh 7, CHOP inhibitor -52, PPC-1+TRAIL kill 12, FXIa inh 3 and FXIIa inh 1536 20.
Screening CNc1ccccc1NC(=O)CCn1c(=S)oc2ccccc21 returned TNF necrop inh 0.3, TbHK1 inh -1, Wee1 degr inh 1, zVAD death inh -0.8, PGE2 EP2 inh 2, CHOP inhibitor 6, PPC-1+TRAIL kill 22, FXIa inh -1 and FXIIa inh 1536 7.
Screening Cc1oc(C(C)(C)C)cc1C(=O)NCc1ccc2c(c1)OCO2 returned TNF necrop inh 0.8, TbHK1 inh 1, Wee1 degr inh 6, zVAD death inh -0.3, PGE2 EP2 inh 7, CHOP inhibitor -4, PPC-1+TRAIL kill 13, FXIa inh 12 and FXIIa inh 1536 20.
`COc1ccc(CN2CCNC(=O)C2CC(=O)N(Cc2nccn2C)C(C)C)c(OC)c1` (stereo not given) gave TNF necrop inh -0.6, TbHK1 inh -11, Wee1 degr inh 1, zVAD death inh 0.0, PGE2 EP2 inh 7, CHOP inhibitor 5, PPC-1+TRAIL kill 7, FXIa inh 2 and FXIIa inh 1536 9.
